ROC1-CUL1 inh = inhibitors of human ROC1-CUL1 ubiquitin ligase activity. hit rate 0.6% among 140,000. inhibition, % at 10 µM. AID 1347404, 2020. in vitro K48 di-Ub FRET, acceptor:donor ratio, 45 min. E3 ubiquitin-protein ligase RBX1 (Homo sapiens) + Cullin-1 (Homo sapiens), P62877+Q13616; in the data active = inhibition above about 25%
Target sequence (P62877 whole entry, looked up): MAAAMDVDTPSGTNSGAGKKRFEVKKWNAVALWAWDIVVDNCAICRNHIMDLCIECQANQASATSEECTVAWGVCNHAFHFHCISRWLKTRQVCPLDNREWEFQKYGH
Target sequence (Q13616 whole entry, looked up): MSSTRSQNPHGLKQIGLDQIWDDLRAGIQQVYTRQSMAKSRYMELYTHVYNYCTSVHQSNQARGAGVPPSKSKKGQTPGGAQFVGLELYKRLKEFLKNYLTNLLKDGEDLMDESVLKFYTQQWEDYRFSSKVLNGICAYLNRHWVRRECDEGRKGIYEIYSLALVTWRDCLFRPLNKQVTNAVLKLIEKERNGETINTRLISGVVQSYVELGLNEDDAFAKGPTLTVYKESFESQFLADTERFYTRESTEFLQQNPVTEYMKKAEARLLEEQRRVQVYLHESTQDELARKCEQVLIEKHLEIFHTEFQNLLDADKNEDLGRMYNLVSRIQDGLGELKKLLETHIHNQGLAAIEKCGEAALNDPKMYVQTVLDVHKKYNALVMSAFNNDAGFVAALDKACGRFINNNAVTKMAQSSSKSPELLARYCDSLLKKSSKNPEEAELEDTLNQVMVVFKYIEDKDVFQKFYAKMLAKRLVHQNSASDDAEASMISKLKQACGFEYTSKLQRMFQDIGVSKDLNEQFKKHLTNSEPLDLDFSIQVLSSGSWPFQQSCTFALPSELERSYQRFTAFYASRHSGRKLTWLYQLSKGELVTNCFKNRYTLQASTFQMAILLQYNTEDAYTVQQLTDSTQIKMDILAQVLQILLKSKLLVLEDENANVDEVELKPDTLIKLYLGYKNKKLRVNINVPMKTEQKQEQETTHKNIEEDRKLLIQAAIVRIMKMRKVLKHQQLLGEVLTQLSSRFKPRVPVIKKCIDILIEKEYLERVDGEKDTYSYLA
The depositor's hits bear a star. Only part of the results is shown; the hit share may differ from the screen's.

ROC1-CUL1 inh | compound
-1 | Cc1[nH]nc2c1C(c1ccc(F)cc1F)C(C#N)C(=N)O2 (configuration not stated)
3 | Cc1ccc2occ(CC(=O)Nc3c(C)cccc3C)c2c1
3 | CCc1cccc(NC(=O)c2cnc(SC)nc2-c2ccccc2)c1
1 | O=C(c1ccsc1)N1CCOC(Cc2ccccc2)C1 (configuration not stated)
-6 | CC1=Nc2ncnn2C(c2ccccc2)/C1=N\O (configuration not stated)
-3 | CCc1cc(Br)ccc1NC(=O)c1cc(C)on1
-5 | CCC(=O)N1CCc2cc(S(=O)(=O)CCC(=O)Nc3ccc(OC(F)(F)F)cc3)ccc21
-2 | Cc1cc(C)nc(SCC(=O)Oc2cccc(OC(=O)CSc3nc(C)cc(C)n3)c2)n1
-8 | COc1ccc(N2C3=C(C(=O)CC2c2ccccc2)C(=O)CC(C)(C)C3)cc1 (configuration not stated)
0 | CCS(=O)(=O)c1ncc(Cl)c(C(=O)N2CCN(c3cccc(Cl)c3)CC2)n1
2 | CCOC(=O)c1cccc(NC(=O)c2cnc3sc(N4CCOCC4)nn3c2=O)c1
-11 | Cc1ccc(-c2nc(C)c(CCNC(=O)C(=O)Nc3cc(C)ccc3C)s2)cc1
-4 | CCOc1ccc(C2CC(=O)c3c([nH]c(C(=O)OCCOc4ccccc4)c3C)C2)cc1 (configuration not stated)
2 | C/C(=N\Nc1ccc(C#N)cc1[N+](=O)[O-])c1ccncc1
-1 | C=C1c2cc(CC)ccc2NC(=O)N1CC
-6 | CCOc1ccc(NC(=O)CSc2nc3c(oc4ccccc43)c(=O)n2CCOC)cc1
-32 | COc1cccc(/C=C/C(=O)Nc2ccc3nc(N4CCN(C)CC4)cc(C)c3c2)c1OC
-12 | CC(C)c1ccc(OCc2ccc(C(=O)OCC(F)(F)F)o2)cc1
-4 | CC(=O)c1nn(-c2ccc(C)cc2)c(-c2ccco2)c1C#N
-21 | COC(=O)CC1Oc2ccccc2-n2cc(-c3ccc(C)cc3)nc21 (configuration not stated)
10 | Cc1cccc(C)c1Nc1c(-c2cccs2)nc2ncccn12
5 | Cc1nnc2sc(-c3ccc(Cl)cc3)nn12
6 | COc1ccc(C(=O)Cn2c3ccccc3n3nc(-c4ccccc4)nc23)cc1
5 | Clc1ccccc1-c1nn2c(-c3ccco3)nnc2s1
-3 | CC1CCc2c(sc3nc(SCC(=O)NC45CC6CC(CC(C6)C4)C5)n(-c4ccccc4)c(=O)c23)C1 (configuration not stated)
0 | CCC(C(=O)NC1CCCCC1)n1c(SCc2cccc(F)c2)nc2ccncc21 (configuration not stated)
3 | CCCCCCN1C(=O)/C(=C/c2cc(OC)c(OC)c(OC)c2)N(C)C1=S
5 | CCCC(=O)Nc1ccc2c(c1)nc(CN1CCN(C(=O)OCC)CC1)n2C(C)C
5 | Cc1ccc(-c2csc(C3=CC4C(=O)CC(c5ccccc5)CC4=NC3=O)n2)cc1 (configuration not stated)
-2 | CN(C)C(=O)CN(c1ccc(Oc2ccccc2)cc1)S(C)(=O)=O
5 | Cc1noc(C)c1CCC(=O)NC1CCCc2nc(-c3cccnc3)ncc21 (configuration not stated)
4 | O=C1CC(c2cccc(O)c2)C2C(=O)N=C(SCc3ccccc3F)N=C2N1 (configuration not stated)
-12 | COC(=O)C(NC(=O)COc1ccccc1)(Nc1nc(C)cs1)C(F)(F)F (configuration not stated)
4 | O=C1Cc2ccccc2C1=C1Cc2ccccc2C1
4 | CC1(C)Cc2c(c(-c3ccccc3)nc3sc4c(N5CCCC5)ncnc4c23)CO1
1 | CCC(CC)NS(=O)(=O)c1cccc(C(=O)O)c1
4 | CCOc1cc(C(=O)N2CCn3c4c(c5cc(C)ccc53)CCCC42)cc(OCC)c1OCC (configuration not stated)
-1 | O=C(Cn1c(=O)n(Cc2ccccc2)c(=O)c2sc3ccccc3c21)Nc1ccccc1
-1 | O=S(=O)(Nc1ccc(O)c2ccccc12)c1cccs1
2 | CC(C)=CCN1CCOc2ccc(C(C)(O)CN(C)C)cc2C1 (configuration not stated)
-2 | Cc1ccc(CN2CCC(C(=O)NCc3ccccc3C)CC2)cc1
-2 | CCCNC(=O)Cn1nc(-c2ccc(F)cc2)c2cnc3ccc(F)cc3c21
2 | CC1(C)OC(C)(C)c2c1sc(N)c2C#N
16 | CC(c1ccncn1)N(C)Cc1c(C(=O)N2CCCCCCC2)nc2ccc(Cl)cn12 (configuration not stated)
-3 | Cc1cc(C(=O)NNC(=S)Nc2ccccc2C)cs1
-1 | CC(C)CCNC(=O)CSc1nc2ccccc2nc1Cc1ccccc1
6 | Fc1cccc(Cl)c1Cc1nn2c(-c3ccc(C(F)(F)F)cc3)nnc2s1
3 | Cc1cc(/C=C2/C(=O)NC(=S)N(Cc3ccco3)C2=O)c(C)n1-c1ccc(N2CCOCC2)cc1
-2 | CC(=O)c1coc2c1cc(O)c1ccccc12
6 | CCOc1ccc(CN(C(=O)c2cc(=O)c3cc(C)cc(C)c3o2)C2CCS(=O)(=O)C2)cc1 (configuration not stated)
2 | Cc1ccc(NC(=O)Nc2nnc(N3CCCCC3)s2)c(C)c1
3 | COc1ccc(S(=O)(=O)N(Cc2ccncc2)Cc2cccc(OCCc3ccc(F)cc3)c2)cc1
-4 | CN(Cc1ccccc1)C(=O)CCS(=O)(=O)c1ccc2c(c1)oc(=O)n2C
2 | O=C(Oc1ccc2cc(Br)ccc2c1)c1ccccc1
0 | Cc1ccc(OC(=S)Nc2ccc(Br)cc2)cc1
2 | C#CCOc1c(I)cc(C2c3c(n[nH]c3C)OC(=N)C2C#N)cc1OCC (configuration not stated)
-8 | Cc1coc2c1c(C)cc1oc(=O)cc(C)c12
-3 | O=C(/C=C/C1c2ccccc2CC1N1CCCCCC1)c1ccc(F)cc1 (configuration not stated)
3 | CCN1C(=O)C(O)(CC(=O)c2ccc(OC)c(OC)c2)c2ccccc21 (configuration not stated)
-2 | CCCc1nnc(NC(=O)CSc2nnc3c4ccccc4n(CC)c3n2)s1

Reformatted as comma-separated lines: part of the list above.
mol,ROC1-CUL1 inh
CC(=O)c1coc2c1cc(O)c1ccccc12,-2
C#CCOc1c(I)cc(C2c3c(n[nH]c3C)OC(=N)C2C#N)cc1OCC (configuration not stated),2

An excerpt of these results, with bars between the fields.
smiles | ROC1-CUL1 inh
CN(Cc1ccccc1)C(=O)CCS(=O)(=O)c1ccc2c(c1)oc(=O)n2C | -4
O=C(Oc1ccc2cc(Br)ccc2c1)c1ccccc1 | 2
Cc1ccc(OC(=S)Nc2ccc(Br)cc2)cc1 | 0
C#CCOc1c(I)cc(C2c3c(n[nH]c3C)OC(=N)C2C#N)cc1OCC (configuration not stated) | 2

Going on with the list:
ROC1-CUL1 inh | compound
-3 | Nc1nnnn1CC(=O)N1CCC2(CCCN(CCCc3ccccc3)C2)C1 (configuration not stated)
-7 | Cc1ccc(C)c(N2CCN(C(=O)Cn3cnc4sc(C)c(S(=O)(=O)N5CCN(c6ncccn6)CC5)c4c3=O)CC2)c1
-7 | CCc1ccccc1NC(=O)c1cccc([N+](=O)[O-])c1C
-6 | CCc1ccc(NCc2cc3ccc(OC)cc3n(CC(=O)Nc3cccc(Cl)c3C)c2=O)cc1
-8 | COc1cccc(N2C(=O)C(CC(=O)Nc3cccc(F)c3)N(C(C)C)C2=O)c1 (configuration not stated)
-4 | C=Cc1ccc(Cn2c(C(=O)O)c(CNCCc3ccco3)c3ccc(C)cc32)cc1
2 | COc1cccc(S(=O)(=O)NCC(=O)Nc2ccc3sc(C)nc3c2)c1
8 | O=C(Nc1cnn(Cc2ccc(Cl)cc2Cl)c1)c1nn2c(C(F)(F)F)c3c(nc2c1Cl)-c1ccccc1CC3
2 | CC/C(=N\NC(=O)OC)c1ccc(O)cc1
-4 | COc1ccc2c(c1)CC(C(=O)Nc1cc(Cl)ccc1C)CO2 (configuration not stated)
-2 | COc1ccc(CCN(CC2CCN(C)CC2)C(=O)c2cc(C)on2)cc1
-7 | COc1ccc(-c2c(C)nn3c4c(cnc23)C(=O)CC(c2ccccc2)C4)cc1 (configuration not stated)
-1 | Cc1cc(C)c2c3c(sc2n1)C(c1cccc(F)c1)C(C#N)C(=N)O3 (configuration not stated)
-4 | COc1ccc(C(=O)N2CCCC2)c(OC2CCN(CC=C(C)C)CC2)c1
4 | Cc1cc(C)cc(-n2c(SCC(=O)NCc3ccco3)nc3c([nH]c4ccccc43)c2=O)c1
3 | O=C(NN1C(=O)/C(=C/c2ccccc2)SC1=S)c1cccc(O)c1
4 | Cc1c(-c2ccc(Br)cc2)c(=O)oc2ccc(OC(=O)N3CCOCC3)cc12
12 | COCCOC(=O)C1=C(C)OC(=N)C(C#N)C1c1ccc2c(c1)OCO2 (configuration not stated)
-4 | C/C(=N\NC(=O)c1csc2c1CCCC2)c1cccc(NC(=O)c2ccc(Cl)s2)c1
-4 | CO/N=C(\C)c1ccc2ccccc2c1
-10 | O=C(NC1CCCC1)c1cnn(-c2ccc(F)cc2F)c1C1CCNCC1
-8 | CCOc1ccc2nc(SCC(=O)OC3CC(C)CCC3C(C)C)[nH]c2c1 (configuration not stated)
-3 | Fc1ccccc1Cn1c(-c2cscn2)nc2ccccc21
-7 | c1ccc2c(c1)sc1[n+]2CCS1
11 | Cc1ccc(S(=O)(=O)c2nnn3c2nc(NC(C)c2ccccc2)c2sccc23)cc1 (configuration not stated)
1 | CC1=NC(=O)c2c(c(Cc3ccc(Br)cc3)n[nH]c2=O)C1
-4 | Nc1c(C(=O)Nc2ccccc2I)sc2nc3c(cc12)CCCCCC3
1 | COC(=O)c1cc(NC(=O)c2cc3c(-c4ccccc4F)nn(C)c3s2)cc(C(=O)OC)c1
14 | CC1(C)OC2CC1C[C@H]1C(Cl)(Cl)[C@@]21C (some centres not stated)
8 | CCCCNc1c([N+](=O)[O-])c(N2CCOCC2)nc2c1c(=O)n(C)c(=O)n2C
-1 | CCOc1ccc(S(=O)(=O)NCCSCc2cccc(Cl)c2)cc1
-7 | CCC(C(=O)Nc1cc(C)ccn1)c1ccccc1 (configuration not stated)
-7 | C=CCn1c(CNc2ccccc2)nnc1SCc1ccccc1
3 | COc1ccc(-c2cc3ccc(O)c(CN4CCC(C)CC4)c3oc2=O)cc1OC
-2 | CCCCOc1ccc(N2C(=O)CC(N(C(=S)Nc3ccc(Cl)c(Cl)c3)c3cnn(Cc4ccc(F)cc4)c3)C2=O)cc1 (configuration not stated)
4 | COCCN1C(=O)CC(CC(=O)N(C)Cc2ccc(-n3cccn3)cc2)(c2ccccc2OC)C1=O (configuration not stated)

An excerpt from above in order of count of non-hydrogen atoms, descending.
ROC1-CUL1 inh | compound
-2 | CCCCOc1ccc(N2C(=O)CC(N(C(=S)Nc3ccc(Cl)c(Cl)c3)c3cnn(Cc4ccc(F)cc4)c3)C2=O)cc1 (configuration not stated)
8 | CCCCNc1c([N+](=O)[O-])c(N2CCOCC2)nc2c1c(=O)n(C)c(=O)n2C
1 | CC1=NC(=O)c2c(c(Cc3ccc(Br)cc3)n[nH]c2=O)C1
-7 | CCC(C(=O)Nc1cc(C)ccn1)c1ccccc1 (configuration not stated)
14 | CC1(C)OC2CC1C[C@H]1C(Cl)(Cl)[C@@]21C (some centres not stated)

(cont.)
ROC1-CUL1 inh | compound
-1 | Cc1ccc(S(=O)(=O)N(NC2NS(=O)(=O)C3CCCCC23)C(=O)Cc2ccccc2)cc1 (configuration not stated)
-1 | C=CCn1c(Sc2ncnc3c2cnn3-c2ccccc2)nnc1-c1ccncc1
-5 | COCCNC(=O)C1C=Nc2ccc(S(=O)(=O)Nc3ccc(F)cc3F)cc2C1=O (configuration not stated)
-4 | CCCCC(CC)C(=O)Nc1nnc(SCC)s1 (configuration not stated)
-18 | O=C(CN1CCCN(Cc2ccccc2Cl)S1(=O)=O)Nc1ccc2c(c1)OCCO2
-9 | CCOC(=O)/C=C/c1csc(Br)c1Br
12 | COc1ccc(Nc2nc3c(S(=O)(=O)c4ccccc4)nnn3c3ccc(Cl)cc23)cc1
7 | Brc1ccc(-c2nnc(Cc3ccccc3)o2)cc1
12 | CCOC(=O)c1c(NC(=O)COc2ccccc2C(C)(C)C)sc(C(C)=O)c1C
3 | Cc1cc(C)nc(NS(=O)(=O)c2ccc(NC(NC(=O)CC(C)C)(C(F)(F)F)C(F)(F)F)cc2)n1
0 | O=C(Cc1ccncc1)N1CCC(C2CCN(c3ncccn3)CC2)C1 (configuration not stated)
9 | O=C(NN1C(=O)C2CCCCC2C1=O)c1cccnc1 (configuration not stated)
-5 | Cc1cc(-c2ccccc2N)nc2ccccc12
-5 | COCc1c(C(=O)NCc2ccc(C)cc2)cnn1-c1nccc(-c2cc(C)sc2C)n1
9 | COC(=O)[C@@H](NC(=O)CC1(c2ccc(OC)cc2)CC(=O)N(C2CCCC2)C1=O)c1ccccc1 (some centres not stated)
31* | COc1cc(/C=C2/C(=O)NN(c3ccc(C)c(C)c3)C2=O)cc(Br)c1OC(C)=O
-12 | Cc1cc(C)cc(CC2CC(=O)N(c3ccc(Cl)c(Cl)c3)C2=O)c1 (configuration not stated)
1 | COC(=O)c1ccccc1NC(=O)CSc1ccc(C)cc1
-2 | CCN(CC)c1ccc(NC(=O)c2cnn(-c3ccccc3)c2-n2cccc2)c(C)c1
-5 | CCN1CCN(CC(=O)NC2CCCN(Cc3ccccc3F)C2)CC1 (configuration not stated)
6 | Cc1c(CC(=O)N(C)Cc2cccnc2)c2c(n1CC(C)C)CC(C)(C)CC2=O
2 | COCc1ccc(C(=O)Nc2ccc(-c3nc(CNC(=O)Cc4csc(C)n4)c(C)o3)cc2)o1
8 | O=C(CSc1nc(-c2cccc(Cl)c2)nc2cc(=O)[nH]n12)Nc1ccccc1
10 | O=C(CCc1ccco1)N1CCc2onc(-c3ccccc3F)c2C1
-2 | Cc1ncc(CN2CCCC2c2ccc(C(=O)Nc3ccccc3)s2)s1 (configuration not stated)
9 | COc1ccc(C(=O)CC=Nc2ccc(I)cc2)cc1OC
-2 | CCCc1nc(SC)ncc1C(=O)N1CCN(c2ccc(Cl)cc2)CC1
-9 | CCc1ccc(C(=O)N2CCN(c3ccc(OC)cc3)CC2)cc1

Assay outcomes (PubChem)
